Screening data as filed in PubChem BioAssay.
Autophagy mod: autophagy modulators in MEF cells, primary screen, imaging, high-content, MEF GFP-LC3. 190,000 compounds, 0.98% hits. calls only at 10 µM (by protocol). MEF GFP-LC3 puncta imaging; test concentration mostly 10 µM. AID 463193, 2010;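 active means percentage of spot-positive cells more than 3 SD above its plate mean, without a fluorescence outlier flag or 80% toxicity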;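 further: spot-positive cell cutoff set from DMSO-treated cells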
P. falciparum M17LAP: P. falciparum M17LAP inhibitors, primary screen, biochemical, fluorogenic H-Leu-NHMec substrate, 1536-well (AID 1619); recombinant M17LAP, H-Leu-NHMec fluorogenic kinetic assay; higher % means a stronger effect; inhibition, % at 30 µM, or IC50 in µM where a hit was titrated; 220,000 compounds, 0.38% hits; Leucine aminopeptidase (Plasmodium falciparum (isolate 3D7));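 active means compound inhibiting the enzyme by more than half at any dose during confirmatory dose-response retesting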;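 further: plate controls were full reaction with DMSO carrier for no effect and no enzyme background for full effect; strong numbers were not always called active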
NOD2 inhibition: NOD2 signaling inhibitors, cell-based, luminescence, uHTS, HEK293 (AID 1566). HEK293 NOD2/NF-kB luciferase reporter, luminescence; higher % means a stronger effect. one-dose inhibition, % at 4 µM; EC50 in µM for titrated hits. 290,000 compounds, 0.63% hits; in the data active means inhibition above about 50%; further: many of its hits are not listed in these tables
b-catenin transl: modulators of beta-catenin nuclear translocation, primary screen, imaging, HeLa cells, immunofluorescence, high-content; nuclear translocation activity, % at 5 µM; 190,000 compounds, 0.3% hits; AID 1665, 2009;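 active means nuclear translocation activity above 50% at 5 µM, with a well cell count of 50 or more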;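 further: per-cell ratio of nuclear to cytoplasmic median beta-catenin stain intensity; plate controls were DMSO negative control for no effect and GSK-3 inhibitor IX positive control for full effect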
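test system = HeLa cells, endogenous beta-catenin | dosing = single 5 µM dose plus 0.02–20 µM confirmation series | times = compound treatment 24 h, 37°C, 5% CO2 | technique = beta-catenin immunofluorescence imaging with DAPI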
Yfh1-off respiration: enhancers of respiration in Yfh1-depleted yeast, dose response, Friedreich's ataxia, plus single-dose screen (AID 1465); S. cerevisiae Yfh1-off respiration, WST-1 reduction, 72 h; higher fold induction means a stronger effect; fold induction at 50 µM, or EC50 in µM where a hit was titrated; 220,000 compounds, 0.074% hits;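 active means fold induction of absorbance versus untreated yeast above a set limit, then at least 30% activation at any dose in follow-up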;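 further: activators that raise dye reduction in frataxin-depleted yeast; strong numbers were not always called active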
Insulin prom up: insulin promoter activators in MIN6 cells, imaging, high-content screening, mouse beta cells; MIN6 insulin promoter-GFP reporter; hits give high values; z-score at 5 µM; 190,000 compounds, 0.3% hits;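 active means z-score above 3 at 5 µM with at least 500 cells counted in the well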
Dynein cargo inh: inhibitors of GR-EGFP nuclear translocation, primary screen, dynein cargo transport inhibitor project, imaging, high-content, 3617.4 mouse cells; test concentration mostly 20 µM; stimulated with dexamethasone, 1 µM; hits give low values; z-score, hits read low; 220,000 compounds, 0.47% hits; AID 1381, 2008;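 active means plate z-score of nuclear minus cytoplasmic receptor signal below a set negative limit, without overly bright fluorescence or cell loss, cut at about -3.5 in these data, passing the limit was not always enough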;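 further: z-score of nuclear minus cytoplasmic ring GR-EGFP intensity difference per well; some compounds called inactive have numbers as strong as hits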
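Medium: Induction medium lacking tetracycline, stripped serum | Probe or stimulus: 1.0 µM final dexamethasone stimulus | Schedule: 48 h induction, then 1 h compound, then 30 min agonist, 37 °C | Signal: Automated 10x imaging of fixed Hoechst-stained cells | Evaluation: Per-cell GR-EGFP intensity, nucleus versus surrounding cytoplasmic ring, well-averaged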
MT stabilize HCS: microtubule stabilizers in HeLa cells, primary screen, imaging, high-content imaging; HeLa tubulin immunostaining HCS, 24 h; share of cells brighter than vehicle mean+2SD; % tubulin-high responders, % at 10 µM; 200,000 compounds, 0.83% hits;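 active means plate Z-score above 3 for both tubulin-high and condensed-nucleus cell shares, with cell loss under 80%, at 10 µM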;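 further: anti alpha tubulin signal scored within the nucleus-defined area of each cell; some results filed as inactive read as strong as hits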
NOD1 NF-kB reporter: NOD1 signaling inhibitors, primary screen, cell-based, luminescence, uHTS (AID 1578); NOD1-driven NF-kB luciferase reporter cells, luminescence; higher % means a stronger effect; 290,000 compounds, 1% hits; inhibition, % at 4 µM; hits with a dose series show EC50 in µM; in the data active means inhibition mostly above about 36%, no sharp cut-off; inactive means mostly below about 34%;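 further: HEK-293T reporter cells stimulated with the NOD1 agonist gamma-tri-DAP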
Dynein cargo inh cytoplasmic EGFP: also measured in Dynein cargo inh; calls as there; z-score; measured here: cytoplasmic GR-EGFP intensity; hits give high values
Dynein cargo inh nuclear GR-EGFP: second read-out of Dynein cargo inh, no call of its own (marks repeat the call); z-score; measured here: nuclear GR-EGFP intensity;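 lower value marks the stronger effect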
Dynein cargo inh cell count: also measured in Dynein cargo inh; calls as there; z-score; measured here: cell count per field
Insulin prom up cell count: second read-out of Insulin prom up, no call of its own (marks repeat the call); cell count; measured here: cytotoxicity, nuclei count;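 total cells summed across four imaged fields per well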
b-catenin transl cell count 5 µM: further read-out of b-catenin transl, marked with its call; cell count; measured here: cell count, cytotoxicity flag
MT stabilize HCS Hoechst-high %: also measured in MT stabilize HCS; calls as there; % Hoechst-high responders; measured here: nuclear condensation Hoechst responders;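 share of cells brighter than vehicle mean plus two SD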
MT stabilize HCS cytotoxicity %: also measured in MT stabilize HCS; calls as there; toxicity, %; measured here: cytotoxicity by cell density;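 0% = mean cell density of plate MIN control wells and 100% = no cells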
Autophagy mod cell loss 18 h: second read-out of Autophagy mod, no call of its own (marks repeat the call); toxicity, %; measured here: cell loss, nuclei count;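 cell loss after 18 h compound exposure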
The depositor's hits bear a star; i = inactive; / = not tested or not shown.

SMILES	Autophagy mod	Autophagy mod cell loss 18 h	P. falciparum M17LAP	NOD2 inhibition	b-catenin transl	b-catenin transl cell count 5 µM	Yfh1-off respiration	Insulin prom up	Insulin prom up cell count	Dynein cargo inh	Dynein cargo inh cytoplasmic EGFP	Dynein cargo inh nuclear GR-EGFP	Dynein cargo inh cell count	MT stabilize HCS	MT stabilize HCS Hoechst-high %	MT stabilize HCS cytotoxicity %	NOD1 NF-kB reporter
Cc1nc(NC(=O)C(C)Oc2cccc(Cl)c2)sc1C(=O)N(C)C (stereo not given)	i	-5	4%	1%	-0.5	524	i	-0.07	1373	-0.3	-0.27	-0.09	-0.2	5.7	2.0	6.0	-20%
CCN(CC)c1cc2nc(C)n(Cc3ccccc3)c(=O)c2cc1NC(=O)C1CC1	i	-6	-12%	4%	0.2	1217	i	-0.81	791	0.48	-0.17	-0.36	0.39	4.8	1.5	4.1	4%
Fc1ccc(Nc2nnns2)cc1	/	/	-6%	2%	-3.3	1078	i	-0.41	1390	-0.2	-0.22	-0.34	0.21	/	/	/	-6%
Cc1nc2sc(C(c3cccs3)N3CCN(c4ccccc4)CC3)c(O)n2n1 (stereo not given)	i	20	/	8%	-0.8	1075	i	-0.59	1956	-1.1	-0.14	-0.5	0.21	1.6	2.4	7.4	-1%
CC(C)CC1C(C#N)=C(N)Oc2n[nH]c(-c3ccccc3)c21 (stereo not given)	i	-5	34µM*	11%	-1.5	1053	i	0.61	1244	-0.77	-0.18	-0.6	0.89	2.9	2.0	6.2	6%
CCNC(=O)COC(=O)/C=C/c1cccs1	i	2	2%	-15%	-1.8	1091	i	-0.14	1276	-0.49	-0.29	0.17	-0.13	2.7	3.6	8.1	-47%
COc1cc(C2C(C#N)=C(SC)NC3=C2C(=O)CCC3)ccc1O (stereo not given)	/	/	-4%	27%	-0.2	1237	i	0.06	1140	0.98	-0.27	1.2	-1	/	/	/	0%
COc1ccc(-c2cc(-c3nnc(COC(=O)C4CC4)o3)c3ccccc3n2)cc1OC	i	-7	12%	-8%	-4.0	1169	i	-0.67	1362	2.3	-0.1	1.3	-0.73	2.6	1.7	3.5	-37%
COC(=O)c1[nH]c2cccc(C)c2c1NC(=O)CN1CCCc2ccccc21	i	-9	12%	15%	-0.9	548	i	-0.46	1212	-0.4	0.091	0.14	-0.21	2.4	2.7	8.6	-24%
COc1ccc(CCNC(=O)c2ccn[nH]2)cc1OC	i	7	14%	4%	0.6	1377	i	-0.18	1635	-0.075	-0.42	-0.26	2	3.2	1.3	0.7	-6%
NC1=NC(c2cn[nH]c2-c2ccc(F)cc2)n2c(nc3ccccc32)N1 (stereo not given)	i	-14	6%	12%	-5.0	1124	i	-0.04	1614	0.53	-0.13	0.35	-0.083	4.0	1.5	2.1	-38%
Cc1ccc(C(C(=O)NCc2ccc(F)cc2)N(C(=O)c2csnn2)C2CC2)o1 (stereo not given)	i	-4	2%	6%	-0.2	1342	i	-1.4	1061	-0.42	-0.17	-0.1	0.21	1.2	1.4	7.6	-12%
O=S(=O)(c1cccc2nsnc12)N1CCc2ccccc2C1	i	8	0%	-9%	-1.1	1257	i	/	/	-0.57	0.057	-0.11	-1.1	4.3	2.1	8.2	-27%
O=C(O)C1C2C=CC3(CN(Cc4ccccn4)C(=O)C13)O2 (stereo not given)	i	10	2%	9%	0.3	1359	i	-0.36	1642	0.23	-0.24	0.038	-0.56	4.2	2.1	5.9	7%
S=C(NCc1ccncc1)Nc1ccc(Cl)cc1Cl	i	6	2%	17%	-0.3	1010	i	-0.1	1271	-0.81	-0.14	-0.2	0.35	2.4	1.4	9.3	-2%
O=C(NN1C(=O)C2C3CCC(O3)C2C1=O)c1ccc(Br)o1 (stereo not given)	i	4	5%	3%	/	/	i	0.63	1338	-1	-0.28	-0.71	0.77	2.9	2.4	4.8	-30%
O=C(Nc1ccc(Cl)cc1)c1cc2nc(-c3ccco3)cc(C(F)(F)F)n2n1	i	-7	-26%	6%	-3.6	1166	i	-1.7	1359	0.65	-0.32	0.71	-0.19	6.1	6.1	5.7	-33%
O=C(c1sc2ccccc2c1Cl)N1CCN(c2ncccn2)CC1	i	-1	-16%	15%	/	/	i	-0.06	1473	-0.1	0.29	0.048	-0.61	1.9	2.4	8.2	-17%
CCOC(=O)c1c(C)[nH]c(C(=O)OCCOc2ccc(Cl)cc2)c1C	i	-12	12%	-18%	-0.3	975	i	-0.04	1049	3.6	0.17	2.1	-2.2	5.4	1.8	14	-28%
CCCCNCCCOc1cccc(Cl)c1	i	-2	-6%	-7%	-0.3	1018	i	0.27	1195	0.26	-0.21	0.41	0.37	5.1	2.8	12	/
CCc1c(C)nc(N)n2c(SCC(=O)Nc3ccccc3OC)nnc12	i	3	3%	-4%	-3.2	830	i	-0.3	835	-0.42	-0.19	0.081	0.052	3.6	2.5	3.9	-6%
COC(=O)c1ccc(CNC(=O)COC(=O)C2CC3C=CC2C3)cc1 (stereo not given)	i	-10	18%	8%	1.5	1554	i	/	/	-0.56	-0.25	-0.31	0.66	3.8	1.3	6.0	-11%
COc1ccc(/C=C2/N=C(SCC(=O)Nc3cc(C)on3)N(c3ccccc3)C2=O)cc1	i	-19	6%	9%	-1.3	1083	i	-0.21	1772	0.094	-0.089	0.78	-0.56	5.8	2.3	1.3	-23%
CC(=Nc1ccc(O)cc1)c1sc2ccccc2c1O	/	/	-9%	-158%	-0.2	1067	i	0.27	1723	-0.5	-0.055	0.078	0.24	2.5	1.3	1.6	-37%
O=C(NCC(c1ccco1)N1CCN(c2ccccc2)CC1)c1ccc2c(c1)OCO2 (stereo not given)	i	-2	-5%	3%	-0.4	1107	i	-0.79	1258	0.69	-0.26	0.18	-0.58	2.1	2.4	5.2	-19%

(cont.)
SMILES	Autophagy mod	Autophagy mod cell loss 18 h	P. falciparum M17LAP	NOD2 inhibition	b-catenin transl	b-catenin transl cell count 5 µM	Yfh1-off respiration	Insulin prom up	Insulin prom up cell count	Dynein cargo inh	Dynein cargo inh cytoplasmic EGFP	Dynein cargo inh nuclear GR-EGFP	Dynein cargo inh cell count	MT stabilize HCS	MT stabilize HCS Hoechst-high %	MT stabilize HCS cytotoxicity %	NOD1 NF-kB reporter
CC(C)Cn1c(N)c(C(=O)CSc2nnnn2C)c(=O)n(C)c1=O	i	-6	9%	9%	-1.0	1476	i	0.37	1497	0.48	0.32	0.42	-0.41	4.0	2.3	8.1	-14%
COc1ccccc1C(=O)OCC(=O)c1cccc([N+](=O)[O-])c1	i	14	-9%	3%	-1.2	886	i	0.48	2208	-0.63	-0.26	0.55	0.072	2.9	3.9	8.2	-26%
CC(NC(=O)c1ccccc1)c1nc2ccccc2n1Cc1ccc(C#N)cc1 (stereo not given)	i	9	13%	1%	-0.2	1135	i	-1.7	862	0.44	-0.2	0.27	0.073	3.1	1.8	3.1	6%
N[C@@H](Cc1ccc(O)c(I)c1)C(=O)O	i	14	6%	12%	-1.4	546	/	/	/	-0.066	-0.3	0.15	0.67	2.5	3.2	2.1	-29%
O=[N+]([O-])c1cccc(-c2nnc(CNC3CC3)o2)c1	i	21	-11%	13%	-3.1	1057	i	1.2	1164	0.07	-0.22	0.039	-0.15	2.0	3.7	0.5	23%
Cc1ccc(S(=O)(=O)NNc2nc3ccccc3nc2C(F)(F)F)cc1	i	-7	4%	6%	-7.7	1202	i	/	/	0.21	-0.32	0.19	0.17	2.1	1.8	7.1	-26%
CC(C)C(=O)Nc1sc2c(c1C#N)CCCCC2	i	-6	45%	-16%	/	/	i	/	/	-0.098	-0.26	0.26	0.11	3.0	2.3	9.1	-44%
O=c1[nH]c(CN2CCN(C/C=C/c3ccccc3)CC2)nc2cc(Cl)ccc12	i	12	0%	-14%	-6.5	1129	i	/	/	0.32	-0.46	-0.016	-0.058	3.7	1.6	12	-20%
COC(=O)N/N=C/c1ccc(-c2cc(Cl)ccc2Cl)o1	i	-40	-3%	-21%	2.9	725	i	0.03	1422	1.1	-0.011	0.61	-0.84	3.7	1.5	3.7	3%
COC(=O)/C(=C/Nc1cccc2ccccc12)[N+](=O)[O-]	i	0	-10%	-7%	/	/	i	0.65	931	-0.9	-0.068	-0.61	0.62	3.7	0.7	20	-7%
COc1ccc(-n2c(SCC#N)nnc2-c2ccc(NS(=O)(=O)c3ccc(C)cc3)cc2)cc1	i	-7	0%	25%	-1.3	1208	i	-0.68	683	-0.49	-0.16	-0.032	0.37	2.5	2.1	7.1	4%
C=CCNC(=O)/C(=C\C=C\c1ccccc1)NC(=O)c1ccc(OCCCC)cc1	i	1	2%	9%	0.8	1363	i	-0.22	1618	0.11	-0.2	-0.14	0.19	2.1	0.9	1.4	-23%

Of the compounds above, two have a CF3 group.
SMILES	Autophagy mod	Autophagy mod cell loss 18 h	P. falciparum M17LAP	NOD2 inhibition	b-catenin transl	b-catenin transl cell count 5 µM	Yfh1-off respiration	Insulin prom up	Insulin prom up cell count	Dynein cargo inh	Dynein cargo inh cytoplasmic EGFP	Dynein cargo inh nuclear GR-EGFP	Dynein cargo inh cell count	MT stabilize HCS	MT stabilize HCS Hoechst-high %	MT stabilize HCS cytotoxicity %	NOD1 NF-kB reporter
O=C(Nc1ccc(Cl)cc1)c1cc2nc(-c3ccco3)cc(C(F)(F)F)n2n1	i	-7	-26%	6%	-3.6	1166	i	-1.7	1359	0.65	-0.32	0.71	-0.19	6.1	6.1	5.7	-33%
Cc1ccc(S(=O)(=O)NNc2nc3ccccc3nc2C(F)(F)F)cc1	i	-7	4%	6%	-7.7	1202	i	/	/	0.21	-0.32	0.19	0.17	2.1	1.8	7.1	-26%

These rows are one share of the data, so the mix of outcomes need not match the whole.
